Screening results deposited in PubChem BioAssay by National Center for Advancing Translational Sciences (NCATS).
Giardia killer = Giardia lamblia killing | Giardia lamblia trophozoite viability | activity change, % at 7.66 µM, hits read low | 340,000 compounds, 0.15% hits; in the data active = activity change below about -80%; inconclusive = between about -30% and that limit;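 note: parasites exposed to compound for two days anaerobically before the ATP read; % is set by controls: 0 for no effect and ±100 for the full control effect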
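Media and compound were dispensed first, then trophozoites at 100 cells/well; plates sat 48 hrs at 37 deg C without oxygen before ATP luminescence reagent was added and read after 15-30 min at room temperature.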
hERG WT inh = KCNH2 (human, wildtype) channel inhibition; activity change, % at 1.84 µM; 340,000 compounds, 0.37% hits; AID 720551; Q12809; U2OS, BacMam KCNH2, thallium flux FluxOr; stronger effect = lower value;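 active = maximum activity change below -70%; inconclusive = maximum activity change between -70% and -50%; inactive = maximum activity change above -50%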; note: % is set by controls: 0 for no effect and ±100 for the full control effect
Target sequence (Q12809 whole entry, looked up): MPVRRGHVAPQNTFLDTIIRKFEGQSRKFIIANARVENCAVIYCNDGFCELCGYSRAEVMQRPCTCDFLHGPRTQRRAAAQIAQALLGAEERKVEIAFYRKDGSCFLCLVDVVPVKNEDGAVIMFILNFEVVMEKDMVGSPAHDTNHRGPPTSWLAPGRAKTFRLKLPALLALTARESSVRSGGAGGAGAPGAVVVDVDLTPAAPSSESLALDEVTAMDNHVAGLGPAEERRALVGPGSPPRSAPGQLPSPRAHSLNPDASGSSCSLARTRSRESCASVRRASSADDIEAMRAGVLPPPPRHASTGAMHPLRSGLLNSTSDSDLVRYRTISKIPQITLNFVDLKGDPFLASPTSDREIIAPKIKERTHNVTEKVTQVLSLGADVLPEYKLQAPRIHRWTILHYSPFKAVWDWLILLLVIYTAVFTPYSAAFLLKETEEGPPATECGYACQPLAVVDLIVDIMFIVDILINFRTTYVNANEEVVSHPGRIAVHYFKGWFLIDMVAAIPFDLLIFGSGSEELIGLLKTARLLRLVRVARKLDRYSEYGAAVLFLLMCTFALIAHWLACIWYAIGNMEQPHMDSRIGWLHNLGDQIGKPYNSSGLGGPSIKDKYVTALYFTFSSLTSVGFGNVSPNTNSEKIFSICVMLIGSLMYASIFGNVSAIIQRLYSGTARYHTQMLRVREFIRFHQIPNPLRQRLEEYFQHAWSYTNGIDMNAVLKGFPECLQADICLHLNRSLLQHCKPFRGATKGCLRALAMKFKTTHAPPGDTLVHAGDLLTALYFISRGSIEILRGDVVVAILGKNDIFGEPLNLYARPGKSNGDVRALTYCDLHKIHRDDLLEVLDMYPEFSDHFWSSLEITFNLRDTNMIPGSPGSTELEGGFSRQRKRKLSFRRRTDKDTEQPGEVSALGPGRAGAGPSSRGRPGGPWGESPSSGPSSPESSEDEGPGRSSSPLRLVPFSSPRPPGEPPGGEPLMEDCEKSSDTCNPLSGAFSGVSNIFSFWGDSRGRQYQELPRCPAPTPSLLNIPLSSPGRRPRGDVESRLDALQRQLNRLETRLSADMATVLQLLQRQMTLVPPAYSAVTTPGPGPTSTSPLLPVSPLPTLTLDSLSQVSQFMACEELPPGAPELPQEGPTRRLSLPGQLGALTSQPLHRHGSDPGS
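U2OS cells were transduced with wild-type KCNH2 virus (2.03 x 10^8 / mL) for 4 h at room temperature, then cultured overnight at 37 C. Thallium flux was read with FluxOr dye. Rate constants were normalized to DMSO controls.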
Chronic BCR inh = inhibitors of chronic active B-cell receptor signaling; ABC-DLBCL IkBa-CBG/CBR reporter, luminescence ratio, 4 h; AID 493014; Potency, µM (top dose mostly 46.1 µM), for inactives: top-dose ratio change, negative = lower green/red ratio, usual class: inhibitors; 340,000 compounds, 0.05% hits; active = well fitted inhibition curve with a large enough effect in the signal ratio, with a control signal flat, not every such curve was filed as active; inconclusive = small, poorly fitted or top-dose-only effect, or effect the other way, or a change in a side signal; the % refers to the signal ratio;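 note: potency is the fitted concentration of half-maximal effect; plate controls were basal doxycycline-induced cells for no effect and cells given 10 µM MG132 for full effect; MG132 reads +100%, hits lower the ratio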
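Cell line TMD8 (human ABC DLBCL), stably expressing tet-inducible CBG68-IkBa fusion and CBR; IMDM/0.5% FBS; cpd up to 46 uM; dox induction, 4 h, 37C/5% CO2; dual luminescence; green/red ratio; MG132 control.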
GALK inh = blocks human galactokinase activity; Potency, µM (titrated, usually from 57.5 µM), for the others: at the top dose activity change, negative = inhibition, usual class: inhibitors; P51570; 270,000 compounds, 0.007% hits; Purified GALK, Kinase-Glo residual ATP luminescence; note: potency is the fitted concentration of half-maximal effect; % is set by controls: 0 for no effect and ±100 for the full control effect
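GALK at 5 nM final was combined with compound, 35 uM ATP and 100 uM galactose in HEPES pH8.0 with MgCl2 and DTT. The reaction ran one hour at room temperature before luminescent ATP detection.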
TCR act = T cell receptor activation. primary human leukocytes, anti-CD3, IL-2 HTRF, 48 h. Potency, µM (titrated, usually from 9.22 µM), for inactives: at the top dose activation of IL-2 secretion, usual class: activators. 330,000 tested, under 10 active. AID 504894; note: % of control where 0% means no effect
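1) Mix primary human leukocytes, a-CD3 beads and compound. 2) Incubate 48 hr. 3) Add HTRF IL-2 reagents (a-IL-2-K, a-IL-2-d2).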
TSHR antag = antagonists of human thyroid stimulating hormone receptor; 330,000 compounds, 0.2% hits; TSHR-expressing cells, TSH-stimulated cAMP HTRF, 2 h; stronger effect = lower value; activity change, negative = inhibition, % at 11.5 µM; P16473;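 active = activity change below a set negative limit, meaning inhibition stronger than a set level, cut at about -70% in these data; inconclusive = activity change between two set negative limits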; note: % is set by controls: 0 for no effect and ±100 for the full control effect
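Freshly harvested TSHR cells receive pin-tooled compound, then EC80 TSH at 4nM final. After 2 hours at 37 deg C, antibody in lysis buffer and cAMP-d2 are added; 30 minutes at ambient temperature precede the HTRF read.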
Tb PFK block = blocks T. brucei phosphofructokinase; T. brucei PFK, ADP-Glo luminescence; Potency, µM (titrated, usually from 57.5 µM), without a hit: at the highest dose activity, negative = inhibition, usual class: inhibitors; 330,000 compounds, 0.17% hits; AID 485367;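 note: potency is the fitted concentration of half-maximal effect; 0% = uninhibited 1x PFK enzyme wells and -100% = no-enzyme wells; nearly all actives have a fitted effect of over 60% in size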
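Activity is normalized to no-enzyme wells (full inhibition) and 1.25 nM enzyme wells (no inhibition). Reaction: 0.5 mM F6P, 0.1 mM ATP, 45 min RT, ADP-Glo luminescence; concentration-response curves fitted and classed by quality.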
CXXC DNA block = blocks binding of human MLL CXXC domain to DNA | MLL-CXXC / FITC-HOXA9 DNA fluorescence polarization | Q03164 | Potency, µM (series often up to 115 µM), inactives show top-dose activity change, negative = inhibition, actives largely listed as inhibitors | 290,000 compounds, 0.037% hits; active = well fitted inhibition curve with a large enough effect in the polarisation, with a control signal flat, not every such curve was filed as active; inconclusive = small, poorly fitted or top-dose-only effect, or effect the other way, or a change in a side signal; inactive = no such curve, though single readings can be large or run the other way; the % refers to the polarisation; note: potency is the fitted concentration of half-maximal effect
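Steps: dispense CXXC domain solution (7 uM) → pin compounds or unlabeled HOX-A9 DNA control → 5 min ambient → add FLSN-HOX-A9 solution (50 nM) → spin → 30 min ambient → fluorescence polarization. Tris pH 7.5/NaCl/DTT/BSA buffer.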
Coupling enz = inhibits coupling enzyme system, counter-screen for aldolase hits | coupling enzyme system counterscreen, AmpLite Red fluorescence | activity change, negative = inhibition, % at 58.2 µM, hits read low | 290,000 compounds, 0.67% hits | AID 2472; in the data active = activity change below about -30%; note: % is set by controls: 0 for no effect and ±100 for the full control effect
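Compounds tested against the coupling enzymes alone at 57.5 uM final; readout was AmpLite Red fluorescence (525/598 nm) after 20 min at RT.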
A-T KAP1 phos = candidate therapy for ataxia-telangiectasia; Potency, µM (top dose mostly 57.5 µM), for inactives: at the highest dose activation, most hits filed as activators; 320,000 compounds, 0.19% hits; […] A-T fibroblasts, KAP-1 phosphorylation AlphaLISA; neocarzinostatin DNA damage 30 min before lysis; note: potency is the fitted concentration of half-maximal effect; % of control where 0% means no effect; nearly all actives have a fitted effect of over 45% in size
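hTERT-immortalized A-T patient fibroblasts ([…]), 500 cells/well in OPTI-MEM, 1% FBS, got compounds for 60 min, then NCS for 30 min at 37C. Lysates were then assayed for phospho-KAP-1 by AlphaLISA (anti-pKAP1 donor, anti-KAP1 acceptor beads), 6 hr at 25C.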
* = called active by the depositor; ? = inconclusive; nt = no result given; [ ] = another dose, or the depositor's remark. Unless noted, calls come from the whole dose curve; as a rule, active = well fitted curve in the direction sought with a large enough effect; inconclusive = small, poorly fitted or top-dose-only effect, or another doubt; inactive = no such curve, though single readings can be large; an effect the other way counts as inactive or inconclusive.

SMILES	Giardia killer	hERG WT inh	Chronic BCR inh	GALK inh	TCR act	TSHR antag	Tb PFK block	CXXC DNA block	Coupling enz	A-T KAP1 phos
Nn1cnc2scc(-c3cccs3)c2c1=O	-1	11	6%	8%	-5%	-2	-3%	0%	-2	0%
CCCCn1c(N)c(N(CCOC)C(=O)COC(=O)CCOc2ccccc2)c(=O)[nH]c1=O	7	0	5%	nt	-5%	-1	0%	nt	nt	0%
Cc1ccc(C(=O)Nc2ccc(C(=O)OCc3cc(=O)n4ccsc4n3)cc2)cc1	nt	nt	-3%	nt	nt	10	?	nt	nt	6%
O=c1oc2cc(OCc3nn[nH]n3)ccc2c2c1CCCC2	13	3	5%	6%	-2%	-5	2%	-12%	6	-1%
O=C(C[n+]1cc(-c2ccc(Cl)c(Cl)c2)n2c1CCC2)OCc1ccccc1	-20	0	2%	1%	5%[46.1 µM]	14	-15%	17%	1	0%
CCc1nnc(NC(=O)C2CCCN2S(=O)(=O)c2ccc(C)cc2)s1 (stereo not given)	-10	-1	2%	1%	-1%	2	2%	5%	4	0%
Nc1nc[nH]c(=O)c1N=Cc1ccccc1	-14	-4	0%	nt	-1%	-2	-25%	-7%	-1	-4%
Cc1ccccc1NC(=O)NCCCN1CCN(c2ccccc2)CC1	7	40	?	-1%	0%	13	5%	10%	7	-1%
Cc1ccc(S(=O)(=O)N2CCCCC2)cc1NC(=O)COC(=O)Cc1cccc2ccccc12	16	-6	-1%	-2%	2%[46.1 µM]	-16	1%	3%	-4	3%
CCc1ccc(-c2cn(C3CCCCC3)c(=S)[nH]2)cc1	2	-2	-22%	5%	4%	8	-5%	5%	0	0%
Cc1cccn2cc(CCNS(=O)(=O)c3cccs3)nc12	36[activator]	-1	5%	-1%	11%	1	-4%	1%	-1	0%
COc1ccc(Cl)cc1S(=O)(=O)NC(C)C(=O)NCc1cccnc1 (stereo not given)	-15	3	1%	-2%	2%	-7	0%	22%	0	-3%
Cc1ccc(CCNC(=O)c2cc(-c3ccncc3)nc3ccc(S(=O)(=O)N4CCOCC4)cc23)cc1	-5	17	9%	0%	2%	20	3%	-3%	-5	4%
Cc1cc(C)nc(SCC(=O)O)n1	1	-3	1%	12%	-3%	-7	-2%	-1%	1	9%
CCCCCCN1CC(=O)N2Cc3[nH]c4ccccc4c3C[C@H]2C1=O	0	12	8%	nt	0%	8	4%	5%	-1	-1%
COc1ccc(/C=C2/SC(=S)N(CCCC(=O)Nc3ccc(O)cc3)C2=O)cc1	-6	-2	?	-2%	3%	-3	2%	15%	-1	-10%
COc1ccc(CCN=C(N)NS(=O)(=O)c2cccs2)cc1OC	-24	0	-10%	2%	6%	2	0%	-9%	4	2%
CCCN1C(=O)COc2ccc(C(=O)c3ccccc3C(=O)O)cc21	6	36	9%	2%	-3%	-7	2%	-7%	5	3%
COCC(C)NC(=O)CSc1nc2cc(S(=O)(=O)N3CCCCC3)ccc2o1 (stereo not given)	7	-4	-3%	nt	-8%	4	5%	nt	nt	2%
CCc1ccc(-c2cc(C)no2)cc1S(=O)(=O)N1CCN(C(=O)c2ccco2)CC1	8	6	4%	1%	-3%	-4	2%	11%	2	4%
CCOc1ccc(NC(=O)CNC(=O)c2ccc(OC)c(OC)c2)cc1	3	-1	nt	4%	0%	nt	nt	2%	2	nt
Cc1noc(C)c1S(=O)(=O)Nc1ccc(C(=O)N2CCC(C)CC2)cc1	nt	nt	-7%	3%	nt	1	-3%	2%	9	2%
Cc1ccc(CNC2=NCCCCC2)n1C	-4	-8	-1%	1%	1%	-3	-8%	-2%	1	-3%
O=C1c2ccccc2C(=O)N1CC(=O)N1c2ccccc2Sc2ccc(C(F)(F)F)cc21	12	10	-5%	3%	-4%[46.1 µM]	-43	-2%	-7%	1	8%
CCN(CC)CCCN(Cc1cc2cc(OC)ccc2[nH]c1=O)C(=O)Nc1ccccc1	14	-2	-20%	-1%	-4%	-3	-2%	2%	3	-10%
Cc1ccccc1C(C)NC(=O)COC(=O)Cn1cc(C(F)(F)F)ccc1=O (stereo not given)	10	-10	?	nt	3%	4	-5%	nt	nt	4%
O=S(=O)(CCCc1ccccc1)c1ncn[nH]1	-8	-9	3%	3%	3%	2	4%	14%	1	11%
CC12CCC(C(=O)NCc3ccccn3)(OC1=O)C2(C)C (stereo not given)	1	4	8%	0%	7%	5	1%	-7%	-1	2%
Cc1ccc(SCCNC(=O)/C=C/c2ccccc2Cl)cc1	-7	-9	?	-1%	nt	?	9%	10%	-7	8%
COc1ccccc1CNC(=O)c1cccc(S(=O)(=O)N(C)c2ccccc2)c1	-15	3	-2%	nt	-1%	4	-4%	nt	nt	-7%
O=C1C[C@H]2CCCCC(=O)N3CC[C@@H](C1)[C@@H]23	-4	-10	3%	nt	-4%[46.1 µM]	-2	-1%	nt	-2	12%
O=[N+]([O-])c1cccc(C(=S)N2CCN(c3ccccc3)CC2)c1	12	1	2%	0%	0%[46.1 µM]	11	-12%	-8%	2	-2%
O=C(Nc1cc(S(=O)(=O)N2CCCC2)ccc1Cl)C1=COCCO1	-15	-2	-1%	2%	0%	-4	0%	2%	4	nt
O=C(Nc1ccc2c(c1)OCO2)Nc1ccccc1F	-26	1	?	13%	-2%	0	-14%	-7%	nt	9%
CNC(=O)COc1ncnc2sc(C)c(C)c12	-6	-12	-1%	0%	-1%	5	-1%	-3%	5	4%
CC(C)(C)c1cc2nc3c(c(=O)n2[nH]1)CN(Cc1ccccc1)C3=O	-12	-1	1%	-2%	0%	-79*	0%	-8%	0	-15%
CCOc1cccc(NC(=O)C2CC(=O)N(C)C2)c1 (stereo not given)	8	-8	1%	1%	6%	-5	0%	4%	0	3%
O=C(Cc1ccc(-c2ccccc2)cc1)OCC(=O)N1CCCC1=O	-16	1	?	4%	nt	-2	-16%	-9%	0	-1%
CSc1ccc(/C=N/S(=O)(=O)c2ccccc2)cc1	-4	-4	?	nt	-7%	0	-3%	38%[activator]	1	11%
Cc1ccc(-n2c(-c3ccccc3)n[nH]c2=S)c(C)c1	-16	-6	0%	-1%	-6%	-3	-1%	-9%	0	-7%

6 successive records from above:
SMILES	Giardia killer	hERG WT inh	Chronic BCR inh	GALK inh	TCR act	TSHR antag	Tb PFK block	CXXC DNA block	Coupling enz	A-T KAP1 phos
O=C(Nc1cc(S(=O)(=O)N2CCCC2)ccc1Cl)C1=COCCO1	-15	-2	-1%	2%	0%	-4	0%	2%	4	nt
O=C(Nc1ccc2c(c1)OCO2)Nc1ccccc1F	-26	1	?	13%	-2%	0	-14%	-7%	nt	9%
CNC(=O)COc1ncnc2sc(C)c(C)c12	-6	-12	-1%	0%	-1%	5	-1%	-3%	5	4%
CC(C)(C)c1cc2nc3c(c(=O)n2[nH]1)CN(Cc1ccccc1)C3=O	-12	-1	1%	-2%	0%	-79*	0%	-8%	0	-15%
CCOc1cccc(NC(=O)C2CC(=O)N(C)C2)c1 (stereo not given)	8	-8	1%	1%	6%	-5	0%	4%	0	3%
O=C(Cc1ccc(-c2ccccc2)cc1)OCC(=O)N1CCCC1=O	-16	1	?	4%	nt	-2	-16%	-9%	0	-1%

(further entries)
SMILES	Giardia killer	hERG WT inh	Chronic BCR inh	GALK inh	TCR act	TSHR antag	Tb PFK block	CXXC DNA block	Coupling enz	A-T KAP1 phos
Cc1ccc(C2NC(c3ccc(C)cc3)C(C)C(=O)C2C)cc1 (stereo not given)	-21	-1	?	-1%	0%	15	1%	-3%	0	?
Cc1ccc(Cn2c(N3CCNCC3)nc3c2c(=O)[nH]c(=O)n3C)cc1	-2	-10	2%	-10%	0%	23	4%	6%	1	-9%
CCOC(=O)C1=NOC(Cn2cc(C#N)c(=O)n(C)c2=O)C1 (stereo not given)	3	3	1%	-1%	2%	9	-2%	2%	-2	6%
Cc1cc(-c2ccc(S(=O)(=O)N3CCN(C)CC3)s2)on1	33[activator]	2	-1%	-5%	-5%	-9	-10%	32%[activator]	3	4%
N#CCC(CNc1ncc(C(F)(F)F)cc1Cl)OC(=O)c1cccc([N+](=O)[O-])c1 (stereo not given)	-3	16	-5%	1%	-6%	2	0%	-5%	-1	-13%

Ordered by value in GALK inh (ascending): three of the compounds above.
Compound | Chronic BCR inh | GALK inh | TCR act | TSHR antag | CXXC DNA block
Cc1ccc(Cn2c(N3CCNCC3)nc3c2c(=O)[nH]c(=O)n3C)cc1 | 2% | -10% | 0% | 23 | 6%
CCOC(=O)C1=NOC(Cn2cc(C#N)c(=O)n(C)c2=O)C1 (stereo not given) | 1% | -1% | 2% | 9 | 2%
N#CCC(CNc1ncc(C(F)(F)F)cc1Cl)OC(=O)c1cccc([N+](=O)[O-])c1 (stereo not given) | -5% | 1% | -6% | 2 | -5%
